# Casp7 inh – qHTS Assay for Allosteric/Competitive Inhibitors of Caspase-7. P55210. recombinant caspase-7, Ac-DEVD-AFC fluorescence rate. Potency, µM (titrated, usually from 57.5 µM), for inactives: at the highest dose activity change, negative = inhibition, actives largely listed as inhibitors. 0.02% of 75,000 active. AID 889, 2007; active = well fitted inhibition curve with a large enough effect in the main read-out, with a control signal flat, not every such curve was filed as active; inconclusive = small, poorly fitted or top-dose-only effect, or a change in a side signal; also: potency is read from the fitted curve at half-maximal effect; % of control where 0% means no effect
# Target sequence (P55210 24-198 limits assumed): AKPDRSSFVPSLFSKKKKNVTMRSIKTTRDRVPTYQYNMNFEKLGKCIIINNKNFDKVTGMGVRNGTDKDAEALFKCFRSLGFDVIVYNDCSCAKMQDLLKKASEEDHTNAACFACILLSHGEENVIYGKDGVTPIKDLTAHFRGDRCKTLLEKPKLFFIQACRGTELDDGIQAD
# Target sequence (P55210 207-303 limits assumed): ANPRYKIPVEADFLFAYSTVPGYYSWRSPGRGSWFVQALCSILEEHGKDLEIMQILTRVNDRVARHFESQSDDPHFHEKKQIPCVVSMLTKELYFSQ
# Fluorescein fluor – qHTS Assay for Spectroscopic Profiling in Fluorescein Spectral Region | Compound autofluorescence, 480/540 nm, fluorescein-equivalent; active compounds read high | max fluorescein-equivalent concentration, M | 0.91% of 59,000 active | AID 593, 2007; in the data active = max fluorescein-equivalent concentration above about 10 nM; inconclusive = between about 1.1 nM and that limit
#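 Fluorescein stocks ranging 3 mM down to 300 nM, plus DMSO blanks, were pinned alongside compounds to build a per-plate standard curve. Buffer: 100 mM Tris, pH 8.0. Incubation 15 min, room temperature; filters 480/540 nm.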
# ERK AVP inh – qHTS Assay for Inhibitors of the ERK Signaling Pathway using a Homogeneous Screening Assay; Potency, µM (series often up to 57.5 µM), without a hit: at the top dose activity, negative = inhibition, actives largely listed as inhibitors; 0.99% of 72,000 active; HEK293-V1b, vasopressin-stimulated pERK AlphaScreen; also: potency is read from the fitted curve at half-maximal effect; % is scaled to controls: 0 for no effect and ±100 for the full control effect; nearly all actives have a fitted effect of over 55% in size
#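 V1b-HEK293 cells; cpd 30 min 37C; 25 nM vasopressin 5 min; lyse 10 min; AlphaScreen beads 5 hr RT. Normalized to DMSO basal and 25 nM vasopressin; AC50 by Hill fit.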
# USP2a inhib – qHTS Assay for Inhibitors of Ubiquitin-specific Protease USP2a | USP2a enzymatic assay, qHTS inhibition | Potency, µM (highest dose often 38.3 µM), without a hit: top-dose activity change, negative = inhibition, hits mostly inhibitors | 0.1% of 60,000 active | AID 927, 2007;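 also: potency is read from the fitted curve at half-maximal effect; nearly all actives have a fitted effect of over 60% in size; plate controls were DMSO for no effect and NEM full inhibition control for full effect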
#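 Coupled readout: USP2-cleaved Ub-PLA2 (20nM final) turns over NBD C6-HPC (20uM final), Ex 460nm/Em 535nm after 2.5 h, time-zero read flagging artifacts. Enzyme (20nM final, pH 8.0 Tris) given 30 min RT with compound first; NEM defines full inhibition.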
# Tau fil binding – qHTS Assay for Tau Filament Binding; Microtubule-associated protein tau (Homo sapiens), P10636; recombinant tau filaments, thioflavin S fluorescence, 15 h; filaments grown with octadecylsulfate alongside compound; Potency, µM (highest dose often 57.1 µM), for inactives: at the highest dose activity change, negative = inhibition; 2% of 71,000 active;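 also: potency is read from the fitted curve at half-maximal effect; % is scaled to controls: 0 for no effect and ±100 for the full control effect; actives lower thioflavin S fluorescence by blocking filaments or displacing dye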
#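 Thioflavine S fluorescence (ex 450, em 510 nm) reports filaments formed from 1 uM human tau plus 30 uM ODS over 15 h at 37 C (10 mM HEPES pH 7.4, 100 mM NaCl, 5 mM DTT); compounds displacing dye or blocking filaments lower signal.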
# Rhodamine autofl – qHTS Assay for Spectroscopic Profiling in Rhodamine Spectral Region | AID 594, 2007 | Rhodamine-region fluorescence, 547/598 nm, Tris buffer; active compounds read high | max dye-equivalent concentration, M | 0.05% of 59,000 active; in the data active = max dye-equivalent concentration above about 11 nM; inconclusive = between about 1.1 nM and that limit
#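 Intrinsic compound fluorescence, ex 547 / em 598 nm, CCD imager. Tris 100 mM pH 8.0; 15 min RT. Output = rhodamine dye-equivalent concentration at each compound concentration.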
# Luciferase inh – qHTS Assay for Inhibitors of Firefly Luciferase; purified firefly luciferase, luminescence, 8 min; Potency, µM (doses to about 57.1 µM), without a hit: at the top dose activity change, negative = inhibition, actives largely listed as inhibitors; 2.2% of 72,000 active; Luciferin 4-monooxygenase (Photinus pyralis), P08659; AID 411, 2009; also: potency is read from the fitted curve at half-maximal effect; % is scaled to controls: 0 for no effect and ±100 for the full control effect; nearly all actives have a fitted effect of over 40% in size
#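 Titration-based qHTS; buffer 50 mM imidazole pH 7.2, 50 mM KCl, 7 mM MgCl2, 10 uM ATP, 0.01% Tween 20, 0.05% BSA; luciferase/luciferin detector mix added after compound; 8 min, ambient; luminescence.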
# HADH2 inh – qHTS Assay for Inhibitors of HADH2 (Hydroxyacyl-Coenzyme A Dehydrogenase, Type II) | 3-hydroxyacyl-CoA dehydrogenase type-2 (Homo sapiens), Q99714 | recombinant HADH2, NADH fluorescence, beta-hydroxybutyryl-CoA | Potency, µM (highest dose often 57.1 µM), inactives show top-dose activity change, negative = inhibition, hits mostly inhibitors | 3.4% of 73,000 active; also: potency is read from the fitted curve at half-maximal effect; % is scaled to controls: 0 for no effect and ±100 for the full control effect; nearly all actives have a fitted effect of over 60% in size; many of its hits are not listed in these tables
# Target sequence (Q99714 whole entry, looked up, one chain of several): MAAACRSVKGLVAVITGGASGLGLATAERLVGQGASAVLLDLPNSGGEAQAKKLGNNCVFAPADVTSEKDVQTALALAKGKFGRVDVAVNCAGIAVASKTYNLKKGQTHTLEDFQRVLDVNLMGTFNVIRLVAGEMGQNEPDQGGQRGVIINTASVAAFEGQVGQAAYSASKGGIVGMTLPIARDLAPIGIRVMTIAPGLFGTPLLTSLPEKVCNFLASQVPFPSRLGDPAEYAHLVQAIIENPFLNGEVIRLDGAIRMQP
#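 20 nM HADH2 + cpd, 15 min RT; add 1 mM NAD+/90 uM beta-hydroxybutyryl-CoA; kinetic fluorescence 360/450 nm, 4 min. Tris-HCl pH 9.0, 0.01% Tween-20.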
# TexasRed autofl – qHTS Assay for Spectroscopic Profiling in Texas Red Spectral Region; Compound fluorescence, Texas Red channel, 547/618 nm; active compounds read high; max dye-equivalent concentration, M; 0.06% of 59,000 active; AID 587, 2007; in the data active = max dye-equivalent concentration above about 10 nM; inconclusive = between about 1.1 nM and that limit
#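 Spectral interference profiling: each compound concentration's relative fluorescence, read with a 547 nm excitation and 618 nm emission filter pair, was normalized to a per-plate Texas Red standard curve.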
# HEK293 cAMP cs – qHTS Assay for Agonists of the Thyroid Stimulating Hormone Receptor: Activators of Intracellular cAMP Concentrations in Parental HEK 293; parental HEK293 CNG cAMP sensor, membrane potential fluorescence; Potency, µM (series often up to 57.1 µM), without a hit: top-dose activation, hits mostly activators; 2.5% of 73,000 active; AID 938, 2007; also: potency is read from the fitted curve at half-maximal effect; % of control where 0% means no effect; nearly all actives have a fitted effect of over 55% in size
#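 Parental HEK 293 cells stably expressing a modified CNG channel (no TSHR) report cAMP rise as membrane depolarization. Membrane potential dye with 100 uM RO 20-1724 was loaded for 60 min at room temperature, then compound added for 30 min; fluorescence read at 590 nm.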
# Caspase-1 inhib – qHTS Assay for Allosteric/Competitive Inhibitors of Caspase-1; P29466; Caspase-1 enzyme, Ac-WEHD-AFC fluorogenic rate; Potency, µM (titrated, usually from 57.5 µM), inactives show top-dose activity change, negative = inhibition, actives largely listed as inhibitors; 0.03% of 75,000 active;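 also: potency is read from the fitted curve at half-maximal effect; plate controls were vehicle for no effect and no substrate for full effect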
# Target sequence (P29466 120-297 limits assumed): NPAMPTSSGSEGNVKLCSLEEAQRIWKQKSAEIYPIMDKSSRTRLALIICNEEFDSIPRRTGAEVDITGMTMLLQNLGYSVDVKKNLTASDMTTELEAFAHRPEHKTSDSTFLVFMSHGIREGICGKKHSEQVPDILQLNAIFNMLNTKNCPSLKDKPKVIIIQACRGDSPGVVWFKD
# Target sequence (P29466 317-404 limits assumed): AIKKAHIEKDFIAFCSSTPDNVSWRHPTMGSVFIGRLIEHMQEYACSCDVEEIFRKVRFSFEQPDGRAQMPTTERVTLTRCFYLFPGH
# Active calls of the source: *; i = inactive; ? = inconclusive; . = no result given; & = joins results of further samples; [ ] = another dose, or the depositor's remark. Unless noted, calls follow the shape of the dose curve; as a rule, active = well fitted curve in the direction sought with a large enough effect; inconclusive = small, poorly fitted or top-dose-only effect, or another doubt; inactive = no such curve, though single readings can be large; an effect the other way counts as inactive or inconclusive. These rows are one share of the data, so the mix of outcomes need not match the whole.
SMILES,Casp7 inh,Fluorescein fluor,ERK AVP inh,USP2a inhib,Tau fil binding,Rhodamine autofl,Luciferase inh,HADH2 inh,TexasRed autofl,HEK293 cAMP cs,Caspase-1 inhib
COCCn1nnnc1C(c1ccccc1OC)N1CCN(c2ccccc2)CC1 (configuration not stated),2%,i,-7%,.,-8%,i,1%,-3%,i,25%,-2%
O=c1cc(-c2cccc3ccccc23)[nH][nH]1,-7%,i,-18%,17%,-8%,i,1%,18%,i,-20%,-15%
Cn1c(CN2CCOCC2)nc2cc(NC(=O)c3ccc(Cl)cc3)ccc21,-3%,i,-24%,10%,16%,i,-11%,7%,i,?,-2%
CCn1c(SC/C=C/c2ccccc2)nnc1-c1cnccn1,-1%,i,-13%,10%,0%,i,-3%,-8%,i,?,-2%
Cc1ccc(-n2nnnc2SCC(=O)N2c3ccccc3NC(=O)C2(C)C)cc1,1%,?,2%,15%,-4%,i,-1%,15%,i,29%,2%
CCCCCCSc1ncc(C#N)c(N)n1,-3%,i,19%,10%,0%,i,3%,-7%,?,27%,-5%
O=C(CCNS(=O)(=O)c1cccs1)NCc1cccs1,3%,i,1%,-2%,1%,i,0%,-8%,i,2%,-2%
COc1ccc2c(c1)C1(Nc3ccccc3-c3nc4ccccc4n31)C(=O)N2 (configuration not stated),-5%,?,-16%,22%,3%,i,-3%,-2%,i,?,-2%
COc1ccc(O)c(C(=O)c2cnn(C(=O)c3cc(C)oc3C)c2)c1,-1%,i,9%,-11%,3%,i,1%,7%,i,-9%,1%
C=CCSC1=C(C#N)C(c2ccccc2OCC)CC(=O)N1 (configuration not stated),0%,?,-22%,3%,7%,i,-39%,-11%,?,8%,0%
CCN(CC)C(=O)C1CCCN(Cc2ccc(N(C)C)cc2)C1 (configuration not stated),1%,.,0%,-2%[7.66 µM],9%[11.4 µM],.,-1%,-18%[11.4 µM],.,1%[11.4 µM],0%
O=C(NCc1ccc2c(c1)OCO2)C1CCCN1C(=O)Nc1ccc(F)cc1 (configuration not stated),-2%,i,-5%,-6%,2%,i,5%,6%,i,6%,3%
Cc1noc(C)c1-c1ccc2ncnc(N3CCC(C(=O)O)CC3)c2c1,-5%,?,-11%,-11%,2%,i,0%[2.29 µM],8%,i,-1%,-1%
O=C1CCc2nc3sc4c(c3c(=O)n2N1)CCCC4,-1%,i,5%,-3%,-2%,i,0%,-5%,i,5%,-2%
CCCCOCCO,-2%&0%,.,-5%&-1%,.,-2%&-1%,.,.,-1%&-7%,.,-8%&-18%,-11%&-3%
COC(=O)c1c(NC(=O)c2ccoc2C)sc2c1CCC2,-2%,?,-8%,45%[activator],6%,i,1%,32µM*,?,10%,-4%
CC[C@@H](c1ccccc1)n1c(=O)n2n(c1=O)[C@H]1[C@H](O)[C@H]3O[C@@H]3/C(=N/OC[C@@H](O)COCc3ccco3)[C@@H]1CC2,0%[11.5 µM],.,13%[11.5 µM],.,.,.,-2%[11.4 µM],9%[11.4 µM],.,2%[11.4 µM],-4%[11.5 µM]
CCOc1ccc(CN(CCO)CCO)cc1C(=O)OC,1%,i,23%,8%,-9%,i,1%,20%,i,4%,0%
O=C(NCCC1=CCCCC1)C1CCCN(S(=O)(=O)c2cccnc2)C1 (configuration not stated),-1%,.,-12%,.,0%,.,-1%,9%,.,2%,-2%
O=C(CSc1oc(-c2ccco2)nc1S(=O)(=O)c1ccccc1)NCC1CCCO1 (configuration not stated),-1%,i,-25%,4%,-14%,i,3%,?,i,1%,-3%
O=c1c(O)c(-c2ccc(O)cc2)oc2ccc(O)cc12,-12%,?,-17%,.,2%,i,0%[11.4 µM],?,i,-1%,-4%
COC(=O)C(C#N)c1nc2ccccc2nc1N1CCN(Cc2ccc3c(c2)OCO3)CC1 (configuration not stated),-5%,?,7%,2%,13µM*,i,1%,11%,i,-2%,-4%
CC(C)(C)OC(=O)N1CCC(C(N)=O)CC1,-2%,.,0%,.,11%,.,3%,-6%,.,9%,0%
Cc1csc(NC(=O)CSc2nnc(Cc3cccn3C)n2-c2ccc(F)cc2)n1,-4%,.,11%,.,14%,.,0%,-11%,.,7%,3%
COc1cc(NC(=O)c2ccco2)ccc1NC(=O)c1ccccc1Cl,1%,i,-10%,6%,7%,i,-2%,8%,?,-1%,-8%
O=C(N[C@@H](c1ccccc1)[C@@H]1C[C@H]1C(=O)NCc1ccccc1)OCc1ccccc1,0%,.,14%,.,382%,.,.,17%,.,13µM*,-1%
Cn1c(=O)c2c(ncn2CC(O)CNc2ccc(Cl)cc2)n(C)c1=O (configuration not stated),-1%,i,-22%,5%,13%,i,4%,16%,i,-3%,-1%
O=C(NCCCNCc1ccccc1)c1ccccn1,6%,?,2%,-5%,-1%,i,-31%,2%,?,1%,-1%
O=C1c2ccccc2-c2ccc(N=[N+]([O-])c3ccc4c(c3)C(=O)c3ccccc3-4)cc21,-1%[11.5 µM],i,11%[11.5 µM],.,5%[11.4 µM],i,1%[11.4 µM],11%[11.4 µM],i,-6%[11.4 µM],1%[11.5 µM]
Cc1nnc(SCC(C)C)[nH]c1=O,-4%,i,0%,-9%,-9%,i,2%,-9%,i,3%,1%
CCc1c(C)n2nc(C)cc2[nH]c1=O,1%[0.00368 µM],?,10%,-4%,0%,i,-1%,?,i,0%,1%
Cc1nc2nc(C)c(CCC(=O)NC(C)c3ccc4c(c3)OCCO4)c(C)n2n1 (configuration not stated),0%,?,7%,-4%,180%,i,2%,4%,i,12%,-2%
COC(=O)C1=C(C)N(Cc2ccccc2)C2=C3C(=O)N(C)C(=O)C3[C@@](O)(C(=O)OC)C(=O)N2C1c1ccccc1 (some centres not stated),-3%&-1%[11.5 µM],.,1%&4%[11.5 µM],.,.,.,.,-9%&14%[11.4 µM],.,3%[11.4 µM],-5%&-2%[11.5 µM]
CCS(=O)(=O)Nc1cc(-c2nc3cccnc3s2)ccc1C,-15%,.,.,.,1%,.,?,-13%,.,-1%,-13%
COc1ccc(-c2n[nH]c(=S)n2C2CCCCC2)cc1,0%,.,-29%,16%,-8%,.,4%,?,.,14%,-1%
COc1ccc(-c2nnc3ccc(SC)nn23)cc1,1%,i,11%,6%,2%,i,-2%,6%,i,?,0%
CCC(C)[C@@H](C(=O)Nc1ccc(OC)c(OC)c1)N1Cc2ccccc2C1=O (some centres not stated),-1%,.,-24%,.,-25%,.,-7%,-8%,.,6%,4%
COc1ccc(C2Nc3ccccc3C(=O)N2O)cc1OC (configuration not stated),-1%,i,18%,0%,8%,i,-2%,-3%,i,12%,0%
O=C(C1CC1)N1CCN(c2nc3ccccc3s2)CC1,-1%,?,-5%,-4%,0%,i,-30%,4%,i,2%,0%
COCCCNS(=O)(=O)c1ccc2c3c(cccc13)C(=O)S2,-9%,i,-21%,9%,-24%,i,4%,-20%,i,12%,-11%
CC1=C(C(=O)N2CCOCC2)C(c2cc(C)cs2)NC(=O)N1 (configuration not stated),-1%,.,1%,-3%,6%,.,1%,7%,.,-5%,0%
CCCOc1ccc(N2CC(C(=O)Nc3ccccc3OC)CC2=O)cc1 (configuration not stated),1%,.,.,.,5%,.,-4%,5%,.,15%,0%
Cc1ccccc1CN1CCN(CC(=O)NCc2ccccc2)C1=O,0%,i,-12%,0%,4%,i,0%,2%,?,14%,4%
Cc1ccc(-c2nn[nH]n2)o1,-2%,i,4%,-1%,0%,i,-2%,-2%,i,2%,1%
Cc1ccc(-c2nnc(N(C)C(=O)c3cccnc3)s2)cn1,1%,i,-16%,4%,4%,i,-2%,17%,i,7%,0%
COC(=O)[C@@]1(Cc2ccc(OC)cc2)[C@H]2c3cc(C(=O)N(C)C)n(Cc4ccc(Cl)c(C(F)(F)F)c4)c3C[C@H]2CN1C(=O)c1ccccc1,-3%,.,-3%,.,14%,.,.,8%,.,26%,-1%
CCN(Cc1ccccc1)C(c1cc2cc(C)ccc2[nH]c1=O)c1nnnn1CCOC (configuration not stated),-2%,?,16%,-6%,-4%,i,-5%,-2%,i,6%,-3%
CN(C)c1nc(N)nc(N(c2ccccc2)c2ccccc2)n1,0%,.,.,.,-10%,.,0%,-4%,.,6%,-1%
